High-throughput results as filed in PubChem BioAssay.
AmpC inh det: inhibitors of E. coli AmpC beta-lactamase with detergent. P00811. purified AmpC, nitrocefin hydrolysis with detergent. Potency, µM (top dose mostly 28.7 µM), for inactives: at the top dose activity change, negative = inhibition. actives 0.09% (n = 71,000); active = well fitted curve in the direction sought with a large enough effect
Target sequence (P00811 whole entry, looked up): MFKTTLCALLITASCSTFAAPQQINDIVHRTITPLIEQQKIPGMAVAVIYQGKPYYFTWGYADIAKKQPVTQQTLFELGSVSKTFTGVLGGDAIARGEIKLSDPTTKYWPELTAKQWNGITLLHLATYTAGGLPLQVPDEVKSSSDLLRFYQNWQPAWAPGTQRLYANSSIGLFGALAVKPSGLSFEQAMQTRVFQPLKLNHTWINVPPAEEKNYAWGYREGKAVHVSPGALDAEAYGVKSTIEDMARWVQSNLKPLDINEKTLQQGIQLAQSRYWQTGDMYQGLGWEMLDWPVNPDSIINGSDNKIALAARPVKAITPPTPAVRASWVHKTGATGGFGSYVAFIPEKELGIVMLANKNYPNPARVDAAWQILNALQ
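E. coli AmpC (5.3 nM) in 20 mM phosphate pH 7.0 with 0.01% Triton X-100, preincubated 15 min RT with compound; nitrocefin (2 uL of 800 uM stock) hydrolysis followed by 480 nm absorbance every 20 s over 4 min.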
* hit, by the source's call; & = joins results of further samples; [ ] = another dose, or the depositor's remark. % is set by controls: 0 for no effect and ±100 for the full control effect; potency is the fitted concentration of half-maximal effect. Not all compounds are listed; the hit share may differ from the screen's.

SMILES	AmpC inh det
COc1ccc(N2CCN(C(c3cc(OC)ccc3OC)c3nnnn3Cc3ccco3)CC2)cc1 (configuration not stated)	-1.4%
CCCCn1c(O)c(C(C)=Nc2ccc(OCC)cc2)c(=O)[nH]c1=O	-2.2%
CCOC(=O)c1c(NC(=O)CSc2nnc(CNc3ccc(F)cc3)o2)sc(C)c1C	1.6%
CCOC(=O)Cn1c(=O)oc2cc(S(=O)(=O)N3CCCC(C(=O)OCC)C3)ccc21 (configuration not stated)	13.8%
Cc1nc2ccc(S(=O)(=O)NCC(=O)N3CCC(N4CCCCC4)CC3)cc2s1	-3.5%
C(=N\n1cnnc1)/C1CCCCC1	-5.7%
Cc1ccc(C)c(NC2=NS(=O)(=O)c3ccccc32)c1	-1.9%
CCCCOCCCNC(=O)COc1ccccc1	-1.1%
CC(=O)Nc1ccc(C(=O)Cn2nnc3ccccc3c2=O)cc1	-4.8%
CCCCCNC(=O)c1cc(S(=O)(=O)N2CCCCC2)ccc1F	-2.0%
CCOc1ccc2c(c1)N(C(=O)CN1C(=O)CCC1=O)C(C)(C)C=C2C	-2.9%
Cc1ccccc1OCC(=O)NCC1CCCO1 (configuration not stated)	-5.3%
CCOc1ccccc1NC(=O)CSc1nnc(-c2cnccn2)n1C	0.6%
COc1ccc(-c2cc(C(=O)N3CCN(C(c4ccccc4)c4ccccc4)CC3)no2)cc1	1.6%
Cc1c(O)nc(SC2CC(=O)N(c3ccccc3)C2=O)[nH]c1=O (configuration not stated)	-2.6%
CCOC(=O)CN1CC23C=CC(O2)C(C(=O)O)C3C1=O (configuration not stated)	8.5%
COc1ccc(-n2c(=O)c(-c3cccs3)nc3cnc(N(C)C)nc32)cc1	21.8%
Cc1ccc(CNC(=O)CCCn2c(=O)[nH]c3ccccc3c2=O)cc1	-3.0%
Cc1cc(C(=O)Nc2ccon2)cs1	5.6%
N[C@@H](Cc1c[nH]c2ccccc12)c1nnc(SCc2ccc(Cl)cc2)o1	-9.5%
CCOc1cc(OCC)cc(C(=O)Nc2cccnc2)c1	1.2%
COc1ccc(OC)c(N(CC(=O)Nc2ccc(NC(C)=O)cc2)S(C)(=O)=O)c1	-4.6%
O=c1[nH]c(CN2CCN(C/C=C/c3ccccc3)CC2)nc2ccccc12	-1.5%
Cc1ccc2nc(Nc3ccc4[nH]c(=O)[nH]c4c3)c(-n3nc(C)cc3C)nc2c1	-6.5%
Cc1cc(SCC(=O)c2ccccc2)nc(C)n1	9.5%
N#CCCCCC#N	0.3%
N#Cc1ccccc1-c1nc(NCCN2CCOCC2)c2ccccc2n1	9.0%
C[C@H]1CN(C2CCC(C#N)(c3ccc(F)cc3)CC2)CC[C@@]1(C(=O)O)c1ccccc1 (some centres not stated)	-2.5%[12.8 µM]
COCCN(C(=O)CCCC(=O)Nc1ccccn1)C(C(=O)NC1CCCC1)c1ccc(C)cc1 (configuration not stated)	-3.2%
CS(=O)(=O)N(CC(=O)Nc1ccc2c(c1)OCO2)Cc1ccc(Cl)cc1	-2.9%
CCNc1ncc2nc(-c3cn(C)c4ccccc34)c(=O)n(CCC#N)c2n1	-0.5%
Cc1onc(-c2ccccc2)c1C(=O)N1CCOCC1	10.6%
COc1cc(N)c(Cl)cc1C(=O)CCC1CCN(CCNS(C)(=O)=O)CC1	0.2%
COc1ccc(N(C(=O)c2cccc(OC)c2OC)C2C=CS(=O)(=O)C2)c(OC)c1 (configuration not stated)	0.5%
CCNC(=O)c1c(C)[nH]c(C(=O)OCC)c1C	-0.1%
O=c1cnnc(NCc2ccccc2)[nH]1	2.0%
O/N=C1/CCCSc2ccccc21	-3.7%
O=C(NCc1ccccc1)C1CCN(S(=O)(=O)N2CCCCCC2)CC1	-1.4%
CCCOc1nc2c(c(=O)n(C)c(=O)n2C)n1CCC	22.5%
Cc1cccc2c1nc(-c1ccccc1)n1nnnc21	-4.0%
CC1(C(=O)NCCN2CCOCC2)C=CCN1C(=O)c1ccccc1 (configuration not stated)	18.1%
CCCC(=O)Nc1ccc2c(c1)nc1n2CCOC1	10.7%
Cc1nn(-c2ccc(C(=O)O)cc2)c(=O)c2ccccc12	23.3%
CCOC(=O)Nc1nnc(CCc2ccccc2)s1	-2.0%
O=C(CSc1nnc(C2COc3ccccc3O2)o1)NC1CCCCC1 (configuration not stated)	0.0%
COc1ccc(C)cc1NC(=O)c1nnn(CCc2ccccc2)c1N	13.1%
CS(=O)(=O)N1CCC2(CCCN(c3cccc(-c4ccccc4)c3)C2)CC1	0.8%
O=C(CN1C(=O)CCS(=O)(=O)c2ccccc21)Nc1ccc2c(c1)OCCO2	15.0%
Cc1cccc(-n2nnnc2SCC(=O)NCCN2C(=O)CSC2=O)c1	-0.1%
NS(=O)(=O)c1ccc(CCNc2ncnc3sccc23)cc1	-0.8%
CCc1nc(OCCN(CC)CC)c2oc3ccccc3c2n1	-2.1%
CC1CCCC(C)N1c1nnc(NC(=O)Cn2c(=O)oc3ccccc32)s1 (configuration not stated)	-0.8%
O=C(CNC(=O)c1cccs1)OCC(=O)c1cccs1	10.2%
CCCc1cc(=O)[nH]c(SCC(=O)N(Cc2ccccc2)C(C)C)n1	-5.5%
CCCCCCc1c(O)nc(SCC(=O)O)[nH]c1=O	9.8%
CCCc1cc2c(=O)c(-c3ccccn3)c(C)oc2cc1O	-3.1%
CCOC(=O)c1cnc2scnn2c1=O	-3.1%
CCNc1nc(OC)nc(SCC(N)=O)n1	-3.6%
CCOC(=O)Cc1cc(=O)n(-c2nc3ccccc3s2)[nH]1	-6.0%
O=c1cc(N2CCN(c3ccc(F)cc3)CC2)[nH]c(=O)n1C1CCCCC1	-1.4%

Further structures.
SMILES	AmpC inh det
Cn1c(=O)c2nc(-c3ccccc3)oc2c2ccccc21	-5.4%
CCNc1ncc2nc(-c3ccc(Cl)cc3)c(=O)n(C[C@H]3CCCO3)c2n1	0.1%
O=C(Nn1cnnc1)c1ccccc1CCc1ccccc1	-4.1%
COc1ccccc1-c1nc(NC2CC2)c2ccccc2n1	9.9%
C=CCn1c(-c2ccco2)n[nH]c1=S	16.6%
O=C(NCc1ccccc1Br)c1ccco1	-2.5%
O=C(NCCCN1CCOCC1)C1CCC(=O)N1CCc1ccccc1 (configuration not stated)	18.0%
COc1ccccc1C(=O)C1Nc2ccccc2-c2nnc(SC)nc2O1 (configuration not stated)	4.4%
CN1CCN(CC#CC2(O)CCCCC2)CC1	2.3%
CCCCCn1c(=O)[nH]c2cc(C(=O)NCCCN3CCC(C)CC3)ccc2c1=O	-1.9%
O=C(Nc1ccc(CN2CCOCC2)cc1)c1cccs1	-5.9%
O=[N+]([O-])c1cc(N(CCO)CCO)ccc1NCCO	10.1%
COC(=O)c1cc(C(O)(C(=O)OC)C(F)(F)F)c(/N=C/N(C)C)s1 (configuration not stated)	0.4%
CCC(=O)Nc1nonc1-c1nc2ccccc2n1Cc1ccc(Cl)c(Cl)c1	0.7%
N=c1n(CCOc2ccccc2)c2ccccc2n1CCN1CCOCC1	7.7%

For reference, part of the list above.
SMILES	AmpC inh det
CCNc1ncc2nc(-c3ccc(Cl)cc3)c(=O)n(C[C@H]3CCCO3)c2n1	0.1%
O=C(Nn1cnnc1)c1ccccc1CCc1ccccc1	-4.1%
COc1ccccc1-c1nc(NC2CC2)c2ccccc2n1	9.9%
C=CCn1c(-c2ccco2)n[nH]c1=S	16.6%

Compounds shown so far containing a thiophene ring, fused or not:
SMILES	AmpC inh det
CCOC(=O)c1c(NC(=O)CSc2nnc(CNc3ccc(F)cc3)o2)sc(C)c1C	1.6%
COc1ccc(-n2c(=O)c(-c3cccs3)nc3cnc(N(C)C)nc32)cc1	21.8%
Cc1cc(C(=O)Nc2ccon2)cs1	5.6%
NS(=O)(=O)c1ccc(CCNc2ncnc3sccc23)cc1	-0.8%
O=C(CNC(=O)c1cccs1)OCC(=O)c1cccs1	10.2%
O=C(Nc1ccc(CN2CCOCC2)cc1)c1cccs1	-5.9%
COC(=O)c1cc(C(O)(C(=O)OC)C(F)(F)F)c(/N=C/N(C)C)s1 (configuration not stated)	0.4%

The list continues.
SMILES	AmpC inh det
CCOC(=O)N1CCN(c2c(NCCCN(C)c3ccccc3)c(=O)c2=O)CC1	12.0%
CC(Sc1nc(-c2ccccc2)cc(C(F)(F)F)n1)C(=O)N1CCCC1 (configuration not stated)	14.2%
CCOc1ccc(NS(=O)(=O)c2cc(Cl)ccc2OC)cc1	6.6%
CC(=O)C1C(c2ccc3ncccc3c2)NC(=O)NC1(O)C(F)(F)F (configuration not stated)	-3.7%
COc1cccc(CNc2ccc3nc(-c4ccc(N)cc4)c(OC)n3n2)c1	6.0%
CCOC(=O)C1=C(C)NC2(O)c3ccccc3C(=O)C12O (configuration not stated)	9.9%
CC(c1nnnn1C1CCCCC1)N(Cc1ccccc1)Cc1cccnc1 (configuration not stated)	-4.6%
O=C(Nc1nc2c(s1)CCCC2=O)c1cnccn1	11.5%
CCOc1ccc(CCNC(=O)CCc2nc(-c3ccc(C)cc3)no2)cc1OCC	-2.7%
COc1ccc(-c2cc(C(F)(F)F)n3nc(C(=O)N4CCOCC4)c(Cl)c3n2)cc1	-4.2%
COc1ccc(S(=O)(=O)CCC(=O)NC2CCCCC2)cc1	-3.2%
O=C(Cn1cnc2c(nnn2Cc2ccccc2F)c1=O)OCc1ccccc1	-2.5%
Cc1ccc(N(CC(=O)N2CCn3c2nc2ccccc23)S(=O)(=O)c2c(C)n[nH]c2C)cc1	5.3%
CCC(=O)c1ccc(CCCCCC(=O)O)s1	0.4%
COCC(=O)N1CCC2(CC1)CN(C(=O)Nc1ccccc1)C2	-2.6%
CC(Oc1ccc(Cl)cc1Cl)C(=O)Nc1ccc(N2CCN(C)CC2)cc1 (configuration not stated)	-4.8%
O=C(NCc1ccco1)c1cc(-c2cccs2)on1	-6.9%
Cc1nn2c3c(cnc2c1-c1ccccc1)C(=O)CC(C)C3 (configuration not stated)	-5.9%
O=C(COc1ccc(S(=O)(=O)Nc2ccccc2)cc1)N1CCOCC1	-4.0%
Cc1nc(NC(=O)CSc2nnc(C)n2CC2CCCO2)sc1C (configuration not stated)	11.6%
CCOC(=O)c1[nH]cc(-c2ccccc2)c1N1CCOCC1	-2.7%
Cc1ccc(SC(C)c2nc(-c3ccccc3)no2)cc1 (configuration not stated)	0.4%
CCCCCn1c(CNC(=O)CCC)nc2ccccc21	7.2%
O=C(c1cc(-c2cccs2)on1)N1CCCCC1	-2.0%
O=S(=O)(Nc1ccc(O)cc1)c1cccc2cccnc12	15.0%
O=C(c1ccco1)N1CCC2(CC1)CN(Cc1ccncc1)C2	-0.9%
COc1cccc(NC(=O)C(C#N)Cc2ccncc2)c1 (configuration not stated)	0.5%
CCOc1ccc(NC(=O)N2CCC(NC(=O)c3ccco3)CC2)cc1	9.4%
O=C(c1cccnc1)N1CCN(CCCc2ccccc2)CC1	13.6%
Nc1nnn(Cc2ccccc2)n1	12.5%
CCOC(=O)C1CCCN(C(=O)c2ccccc2SCCOC)C1 (configuration not stated)	1.7%
Oc1ccc2c3c1O[C@H]1c4oc5ccccc5c4C[C@]4(O)[C@H](C2)N(CC2CC2)CC[C@@]314	-2.6%&0.4%
CCC(C)(C)NC(=O)C(c1cccs1)N(CC1CCCO1)C(=O)Cn1nnc2ccccc21 (configuration not stated)	15.5%
COc1ccc(S(=O)(=O)NCc2ccncc2)cc1OC	5.8%
O=C(c1ccco1)N1CCC[C@@]2(CCN(c3ccncc3)C2)C1	-0.9%
O=C(CSc1ccccc1)N1CCN(c2ccccc2)CC1	-2.4%
CCOC(=O)CSc1cn2c(n1)CCC2	-1.3%
O=C(CSc1nnnn1C1CCCCC1)Nc1nc2c(s1)CCCC2	1.1%
COC(=O)Cn1cnc2c(nnn2-c2cccc(Cl)c2)c1=O	10.7%
O=c1c(CCc2ccccc2)nc2cnc(N3CCNCC3)nc2n1CCc1ccccc1	-2.7%
CCNC(=O)N1C(CC(=O)OCC)C(=O)NC2CCCCC21 (configuration not stated)	-5.3%
N#Cc1c(NC(=O)CSc2nc(N)cc(=O)[nH]2)sc2c1CCCCCC2	-2.2%
Cc1ccc(NC(=O)CN(C)S(=O)(=O)c2cccc3cccnc23)cc1	12.7%
CCOC(=O)C1C(=O)OC2(CCOC(C)(C)C2)C1C(=O)OCC (configuration not stated)	-3.4%
Cc1ccc(C2CC(C(F)(F)F)n3nc(C(=O)NCc4c(C)nn(C)c4C)c(Cl)c3N2)cc1 (configuration not stated)	-8.2%
CCCN1CCC(NC(=O)Nc2ccc(F)cc2F)CC1	-5.1%
Clc1ccc2c(c1)N(CCCN1CCCC13CCCCC3)c1ccccc1S2	-1.4%[5.75 µM]
Cc1cc2nc(-c3ccc(SCC(=O)N4CCOCC4)nc3)[nH]c2cc1C	10.5%
Oc1c(CN2CCOCC2)cc(-c2ccccc2)cc1CN1CCOCC1	-0.2%
Cc1ccc(S(=O)(=O)N2CCN(S(=O)(=O)c3ccc(C)cc3)C3OCCOC32)cc1 (configuration not stated)	9.7%
CC(C)(C)n1ncc2c(=O)n(CC(=O)N3CCCCCC3)cnc21	11.5%
O=C(Oc1cccc(-n2cnnn2)c1)C1CCCCC1	0.5%
CC1CCN(C(=O)CSc2nncn2-c2ccccn2)CC1	-0.4%
O=C(CSc1nc2ccccc2o1)Nc1nc2ccccc2s1	-0.2%
COc1cc(Cl)c(CC(=O)c2c[nH]c3ccccc23)cc1OC	2.0%[5.75 µM]
CCOc1cc(C#N)c(NC(=O)c2ccco2)cc1OCC	-0.8%
Cc1ccc(S(=O)(=O)N(C)Cc2cc3ccccc3[nH]c2=O)cc1	-5.7%
Cc1ccc(C2C(C(=O)c3sc(-c4ccccc4)nc3C)=C(O)C(=O)N2CCN(C)C)o1 (configuration not stated)	-1.6%
CC1(C)Cc2c(sc3c2c(=N)n(Cc2ccco2)c(=O)n3Cc2ccc(F)cc2)CO1	-4.9%
